# NCI-60 one-dose screen, 48 h, at 10 µM unless noted. Numbers give growth in % (100 = growth as untreated, 0 = no growth, -100 = all killed).
# K-562: K-562 leukemia | 78,000 tested, 7.4% active
# MDA-MB-435: MDA-MB-435 melanoma. 82,000 tested, 7.8% active
# RPMI-8226: RPMI-8226 leukemia cells. 77,000 tested, 7.5% active. AID 1794781
# HOP-62: HOP-62 NSCLC | AID 1794735 | 80,000 tested, 3.9% active
# SR: SR leukemia cells; 73,000 tested, 8.7% active; AID 1794780
# HOP-92: HOP-92 NSCLC cells; 71,000 tested, 6.3% active
# MOLT-4: MOLT-4 leukemia cells; 80,000 tested, 6.9% active
# CCRF-CEM: CCRF-CEM leukemia; 77,000 tested, 7% active; AID 1794778
# Active calls of the source: *; x = not tested or not shown; [ ] = remark or other dose. How the source made its calls: active means growth percent below 10; inactive means the rest.
# The opening 5 compounds (preview)
SMILES,K-562,MDA-MB-435,RPMI-8226,HOP-62,SR,HOP-92,MOLT-4,CCRF-CEM
COc1ccc(NC(=S)N/N=C/c2ccc(C#N)cc2)cc1,78,99,88,106,77,85,82,76
CCOC(=O)c1c(N)nn(C)c1Nc1ccccc1,100,108,107,96,102,97,105,101
Brc1ccc(Nc2csc(-c3ccccn3)n2)cc1,84,100,98,88,97,102,97,97
O=C1/C(=C/C=C/c2ccco2)SC(=S)N1CCc1ccc(O)cc1,81,99,64,104,42,75,61,35
CC(=O)Nc1cc(C)cc(C)c1,97,103,119,94,105,x,100,102

# All compounds of this part, from the first entry:
SMILES,K-562,MDA-MB-435,RPMI-8226,HOP-62,SR,HOP-92,MOLT-4,CCRF-CEM
COc1ccc(NC(=S)N/N=C/c2ccc(C#N)cc2)cc1,78,99,88,106,77,85,82,76
CCOC(=O)c1c(N)nn(C)c1Nc1ccccc1,100,108,107,96,102,97,105,101
Brc1ccc(Nc2csc(-c3ccccn3)n2)cc1,84,100,98,88,97,102,97,97
O=C1/C(=C/C=C/c2ccco2)SC(=S)N1CCc1ccc(O)cc1,81,99,64,104,42,75,61,35
CC(=O)Nc1cc(C)cc(C)c1,97,103,119,94,105,x,100,102
NS(=O)(=O)c1ccc(NC(=O)c2ccoc2COc2ccccc2)cc1,89,102,87,102,104,89,103,92
COc1cccc(-c2nc3occn3c2-c2ccnc(NCCNS(=O)(=O)c3ccc(F)cc3)n2)c1,70,67,70,105,99,85,77,82
CCCn1cc(/C=N\N=C2\C(=O)Nc3ccc(Cl)cc32)c2ccccc21,63,94,80,89,68,69,62,69
Cc1cccc(/C=N/n2c(-c3ccc(Cl)cc3)nc3c(Br)cc(Br)cc3c2=O)c1,66,66,x,34,73,x,55,76
CCOC(=O)c1ccccc1NC(=O)CNCC(C)C,100,104,94,96,86,x,89,98
C[C@H]1N[C@]2(C(=O)Nc3ccccc32)[C@@H](c2ccc(F)cc2)[C@@H]1C(=O)c1ccc(O)cc1,95,105,90,103,93,86,85,94
CN1C(=O)C2=C(NCCN(C(=O)[C@@H](Cl)c3ccccc3)C2c2ccc(Cl)c(Cl)c2)C1(C)C (stereo not given in full),77,89,65,124,75,102,76,81
Cc1ccc2c(C)coc2c1,x,106,104,86,92,x,96,105
CCCCCc1ccc(S(=O)(=O)Nc2cccc(-c3csc(NC(=O)CCCCCN4CCN(C)CC4)n3)c2)cc1,-36*,-34*,-22*,79,-31*,30,3.4*,5.7*
CC(C)CCn1cnc2c(SCC(=O)O)nc(N)nc21,101,103,101,112,92,x,108,106
CSc1nc(N)n2nccc2n1,97,98,106,90,111,x,99,x
COc1ccc(C(=O)/C=C/Nc2ccc(C(=O)O)cc2)cc1,105,101,103,114,97,111,100,104
COc1ccccc1/C=C/C=N/NC1=NC2C(S1)N(C)C(=O)N2C (stereo not given),9.4*,-57*,11,36,13,9.2*,21,15
CCCCCCCCCCCCCCCCNC(=O)C(C)O (stereo not given),102,103,102,92,95,95,98,93
Cc1c(Cl)cccc1-n1cc(CN2C(=O)C3CCCN3C(=O)c3ccccc32)nn1 (stereo not given),105,102,105,98,105,105,104,110
COc1cccc(/C=N/N2CCCCCC2)c1OC,x,87,100,88,123,69,102,11
COc1ccc(/C(C)=N/NC(=O)CSc2nc(-c3cnccn3)cc(-c3cccs3)c2C#N)cc1,100,103,113,105,101,107,111,101
O=C(CSc1nc(-c2ccc(Cl)cc2)cn1-c1ccc(Cl)cc1)c1ccc(Br)cc1,86,91,86,48,93,44,91,93
Cc1c(/C(=N/O)c2ccccc2)oc2ccc(N)cc12,77,102,96,106,75,78,73,x
COc1cc(C(=O)NC2CC(C)CC(C)(C)C2)cc(OC)c1OC (stereo not given),84,120,100,105,71,x,81,101
Cc1cc(C)c(NC(=O)c2sc3nc4c(cc3c2N)C(=O)CC(C)(C)C4)c(C)c1,90,98,91,111,104,x,100,90
COc1ccc(C2CC(c3ccccc3)=NN2c2nc(C)c(C(C)=O)s2)cc1 (stereo not given),95,103,99,101,98,95,102,96
O=C(Nc1ccccc1C(=O)N/N=C\c1ccc2c(c1)OCO2)c1ccccc1,102,107,81,94,79,x,76,85
O=C1CCC(C(=O)NNc2nc3ccccc3s2)N1 (stereo not given),105,105,103,105,100,98,104,105
O=C(CC(NCc1ccccc1)c1ccccc1)c1ccccc1 (stereo not given),96,103,84,95,88,96,102,106
O=C(Nc1ccc2ccccc2c1)c1ccccc1[N+](=O)[O-],99,113,x,82,93,x,88,86
COc1cc2nc(Cl)nc(N3CCN(S(=O)(=O)c4ccc(C)cc4)CC3)c2cc1OC,109,101,97,115,x,108,87,97
Cc1cc(C)c2c(N)c(C(=O)c3ccc(-c4ccccc4)cc3)sc2n1,96,107,x,104,x,54,90,87
CC12CCC(=O)C=C1CCCC2=O (stereo not given),104,107,x,120,110,91,108,99
O=C1c2cc3c(cc2-c2c1c1ccc(Cl)cc1c(=O)n2C[C@H](O)CO)OCO3,10,-60*,-12*,-20*,-2.7*,-11*,-17*,9.3*
COc1cc2ncnc(NN3CCN(CCO)CC3)c2cc1OC,104,108,104,94,93,x,97,108
Cc1nn(-c2ccccc2)c2nc3c(c(-c4ccc(Cl)cc4)c12)CNC1(N3)C(=O)N(C)c2ccc(Cl)cc21 (stereo not given),87,104,88,72,81,82,x,56
CCc1ccc2c(c1)N(CCO)C1=C(C(=O)OC1)C2c1cccc(Br)c1 (stereo not given),15,-63*,25,31,29,76,19,12
Nc1cc(Nc2ccccc2)nc(N)n1,86,104,94,x,88,90,87,95
Cn1c(O)c(C=NCCN=Cc2c(O)n(C)c(=O)n(C)c2=O)c(=O)n(C)c1=O,35,94,81,91,-22*,86,-47*,7.4*
Cn1cc(-c2nn3cc(-c4cccs4)nc3s2)c2cc(Br)ccc21,90,84,94,86,81,72,74,89
Cc1ccc(C(C)C)cc1C(O)CN1CCOCC1 (stereo not given),111,97,103,96,98,93,111,105
CCCN1COC(OCC)C(C)(C)C1 (stereo not given),96,104,105,99,88,111,98,98
COc1ccc2c(C3(c4c[nH]c5cc(OC)ccc45)C(=O)Nc4ccc(Cl)cc43)c[nH]c2c1,60,80,56,74,72,x,32,32
O=C(CSc1nc2sc3c(c2c(=O)n1-c1ccc(Cl)cc1)CCCC3)NN1C(=O)c2ccccc2C1=O,100,108,102,93,90,94,104,103
CCn1ncc2c1nc(-c1ccccc1)c[n+]2[O-],89,119,102,94,111,83,103,117
O=C1CC(c2ccc(Cl)c(Cl)c2)c2cc3c(cc2N1)OCO3 (stereo not given),50,72,53,85,69,x,57,64
CCCCn1c(Cc2ccc(OC)cc2)nc2cc(OC)c(OC)cc2c1=O,49,84,26,x,2.7*,62,49,53
Cc1nc(N)sc1-c1csc(Nc2ccccc2Cl)n1,99,90,79,98,89,71,84,49
Cc1ccc(C(=O)c2ccc([N+](=O)[O-])cc2)cc1,103,109,99,97,83,97,80,98

# Carrying on.
SMILES,K-562,MDA-MB-435,RPMI-8226,HOP-62,SR,HOP-92,MOLT-4,CCRF-CEM
CC1(C)CC(=O)c2c(nn(-c3ccc(Br)cc3)c2-c2cn(-c3ccccc3)nc2-c2ccc(Cl)cc2)C1,83,101,90,101,101,96,82,95
Cc1c(C(=O)Nc2ccc([N+](=O)[O-])cc2)sc(N)c1C#N,38,72,89,110,61,x,61,45
CCOC(=O)C(Cc1csc2ccccc12)(NC(C)=O)C(=O)OCC,99,100,94,97,92,89,85,93
COc1ccc(/C=C\c2cc(OC)c(OC)c(OC)c2)cc1OCC(=O)Nc1nc2ccccc2s1,16,-2.6*,22,63,9.4*,51,6.3*,35
Cc1nc2c(cnn2-c2ccccc2)c(=O)n1-c1ccc(N)cc1,48,77,52,84,x,90,101,79
Cn1cc(/C=C2\SC(=S)N(CCCC(=O)NCCc3ccc(O)cc3)C2=O)c2ccccc21,54,72,76,105,105,94,50,45
Nc1ccc(C(Cl)=C(Cl)Cl)cc1[N+](=O)[O-],93,100,101,92,73,x,80,96
CCCNC(=O)Nc1ccc(C)cc1C,112,102,97,93,94,84,94,94
CCOC(=O)c1c(-c2ccccc2)c(C#N)c2c(C#N)c(N)nn2c1N,35,28,56,86,34,49,57,54
CCCCn1c(C)nc2cc(Nc3nc(N4CCCCC4)nc4nc[nH]c34)ccc21,29,37,40,62,31,-9.5*,9.1*,47

# Reformatted field by field: part of the list above
> CC1(C)CC(=O)c2c(nn(-c3ccc(Br)cc3)c2-c2cn(-c3ccccc3)nc2-c2ccc(Cl)cc2)C1
  K-562: 83
  MDA-MB-435: 101
  RPMI-8226: 90
  HOP-62: 101
  SR: 101
  HOP-92: 96
  MOLT-4: 82
  CCRF-CEM: 95

> Cc1c(C(=O)Nc2ccc([N+](=O)[O-])cc2)sc(N)c1C#N
  K-562: 38
  MDA-MB-435: 72
  RPMI-8226: 89
  HOP-62: 110
  SR: 61
  HOP-92: x
  MOLT-4: 61
  CCRF-CEM: 45

> CCOC(=O)C(Cc1csc2ccccc12)(NC(C)=O)C(=O)OCC
  K-562: 99
  MDA-MB-435: 100
  RPMI-8226: 94
  HOP-62: 97
  SR: 92
  HOP-92: 89
  MOLT-4: 85
  CCRF-CEM: 93

> COc1ccc(/C=C\c2cc(OC)c(OC)c(OC)c2)cc1OCC(=O)Nc1nc2ccccc2s1
  K-562: 16
  MDA-MB-435: -2.6*
  RPMI-8226: 22
  HOP-62: 63
  SR: 9.4*
  HOP-92: 51
  MOLT-4: 6.3*
  CCRF-CEM: 35

# The list goes on.
SMILES,K-562,MDA-MB-435,RPMI-8226,HOP-62,SR,HOP-92,MOLT-4,CCRF-CEM
COc1ccc(C(Nc2cccc(C)c2)C(=O)NC2CCCCC2)c(OC)c1OC (stereo not given),101,106,91,87,101,65,104,85
CC1=CC(=O)C2=C(C)CC(OC(=O)c3ccco3)[C@@H]3[C@H](OC(=O)[C@@H]3C)[C@@H]12 (stereo not given in full),94,99,96,107,95,102,97,97
CC(C)(C)n1cc(-c2ccnc(NCCCNS(=O)(=O)c3ccc(Br)cc3)c2)c(-c2cccc(O)c2)n1,-11*,39,-6.0*,47,-16*,48,7.0*,26
O=C(O)c1cccc(-c2cccc(C(=O)O)c2)c1,x,115,100,91,91,x,94,92
COc1ccc(-c2nn(-c3cccc(Cl)c3)cc2C=C(C#N)C#N)cc1,-13*,-68*,x,x,-62*,11,-46*,-27*
COc1ccc(Cc2nnc(Nc3nc4ccccc4s3)s2)cc1,65,97,107,108,61,85,105,98
CC(C)C[C@H](NC(=O)[C@H](Cc1cccc2ccccc12)NS(=O)(=O)c1cccc2cccnc12)B(O)O,-18*,-52*,-37*,-72*,2.4*,x,1.2*,-19*
COc1ccc([N+](=O)[O-])cc1C(F)(F)F,109,102,117,114,113,88,113,102
CCOc1ccccc1/C=N\Nc1ccc(S(=O)(=O)c2ccc(N/N=C/c3ccccc3OCC)cc2)cc1,88,99,81,93,95,89,81,95
Nc1ccc2ccc(NS(=O)(=O)N3CCCCC3)cc2c1,8.0*,-15*,46,35,6.5*,68,18,18
N#CC(Cc1ccccc1)C(N)=O (stereo not given),x,102,100,94,100,x,87,95
CCOC(=O)C(C(=O)OCC)C(c1ccc(Cl)cc1)c1ccccc1Cl (stereo not given),100,111,x,90,112,x,110,x
Cc1onc(-c2ccccc2)c1C(=O)NC1C(=O)N2[C@@H]1SC(C)(C)[C@@H]2C(=O)O (stereo not given in full),98,90,113,110,105,117,102,99
N#CC1c2ccccc2-c2ccccc2N1C(=O)c1ccccc1 (stereo not given),42,-14*,26,49,65,45,36,42
N#CCc1csc(Cc2ccccc2)n1,103,111,99,104,99,117,101,94
COc1cccc(Cn2c(-c3cncs3)nc3ccccc32)c1,85,106,86,106,x,82,100,98
Cc1cc(C(=O)O)c(C)n1-c1cccc(C(=O)O)c1,63,100,107,97,63,90,63,108
O=C(O)c1cn(C2CC2)c2cc(N3CCN(C(=O)N(c4ccccc4)c4nc(-c5ccccc5)cs4)CC3)c(F)cc2c1=O,9.8*,8.3*,9.3*,-1.1*,-5.4*,-25*,2.4*,11
COc1ccc(C2=CCCC2)c(OC)c1,117,104,x,x,87,115,101,99
CC(C)(O)c1ccccc1C(C)(C)O,79,106,100,90,123,95,95,98
COc1ccc(C(c2cc(OC)c(OC)c(OC)c2)n2ccnc2)cc1O (stereo not given),8.0*,-29*,19,29,8.5*,26,14,7.0*
CCOC(=O)c1ccc(NC(=S)NC(=O)c2ccc(NC(=O)c3ccc(C)cc3)cc2)cc1,x,96,72,77,x,82,x,70
NC(N)=N/N=C(\c1ccccc1)c1ccccn1,93,80,99,109,67,98,90,91
Cn1cc(-c2csc(-c3ccc(Cl)cc3)n2)c2cccnc21,3.4*[100 µM],-6.6*[100 µM],-24*[100 µM],-54*[100 µM],0.5*[100 µM],-69*[100 µM],2.4*[100 µM],-19*[100 µM]
CCCCOC(=O)CCN1CCN(c2cccc(C)c2)CC1,109,100,107,113,92,x,109,104
O=C(CSc1cc[n+](CCCCO)c2ccccc12)n1ccc2ccccc21,98,107,103,92,90,103,96,107
N#C/C(=C\c1ccc(-c2cc(C(F)(F)F)ccc2Cl)o1)c1nc2ccccc2[nH]1,101,106,95,114,125,99,103,101
CCOC=Nc1c(C(=O)Nc2ccc(OC)cc2)oc2ncccc12,93,107,97,77,81,x,90,91
O=C(/C=C/c1cccc2ccccc12)CC(=O)/C=C/c1cccc2ccccc12,107,109,111,110,x,104,98,107
COc1cccc(/C=C/C(=O)c2ccc(NC(=O)COc3cccc4cccnc34)cc2)c1,82,100,73,112,75,107,89,95
C/C=C(\C)C(=O)O[C@@H]1C2C=C3C4CC(=O)O[C@@H](c5ccoc5)[C@]4(C)CC[C@@H]3[C@@](C)(C2=O)[C@@H]([C@@H](O)C(=O)OC)C1(C)C (stereo not given in full),99,101,99,94,109,82,99,97

# High-throughput results as filed in PubChem BioAssay.
